V1R ag counter – V1a receptor agonism, counter-screen for OXTR agonists; CHO-V1R cells, Fluo-8 calcium fluorescence, agonist mode; 0% DMSO, 100% 3 nM vasopressin; AID 2797; activation, % at 3 µM; 0.25% of 320,000 active;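 active means activation above the mean activation of all tested compounds plus 3 SD, per screening run, cut at about 20% in these data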;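 further: signal is peak over basal fluorescence ratio across a 100 second FLIPR read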
TAAR1 antag – antagonists of human TAAR1; Q96RJ0; CHO RD-HGA16 TAAR1, Fluo-8 calcium fluorescence, antagonist; inhibition, % at 3 µM; 1.5% of 360,000 active; AID 624466;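 active means inhibition above a per-plate cutoff, the mean inhibition of test compounds on that plate plus 3 SD, cut at about 49% in these data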;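 further: 0% = DMSO plus EC80 beta-PEA response and 100% = DMSO alone without agonist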
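System: CHO RD-HGA16 cells bearing hTAAR1. Reagent: EC80 β-phenethylamine stimulus. Schedule: seeding 17-24 h prior, 75-min 37 °C, 30-min RT dye loading. Signal: Fluo-8 intracellular calcium dye fluorescence, real-time kinetic reads. Read-out: % inhibition from peak post-agonist over basal fluorescence ratio. Benchmarks: vehicle wells and EC80 agonist wells. Replicates: n of 1.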
M1 ag parental – counter-screen for M1 agonists: effect in parental CHO-K1 cells. Fluo-8 calcium fluorescence; scaled to maximal ATP response, vehicle zero. activation, % at 3 µM. 0.48% of 360,000 active. AID 602248; in the data active means activation above about 15%;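 further: untransfected CHO-K1 host cells lacking M1 receptor as counterscreen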
M1 PAM parental – counter-screen for M1 PAMs: effect in parental CHO-K1 cells. 0.02% of 360,000 active. activation, % at 3 µM. AID 602247. ATP EC20, Fluo-8 calcium fluorescence; 0% at ATP EC20, 100% at ATP max;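 active means activation above the run cutoff, the mean activation of all test compounds plus 3 SD, cut at about 40% in these data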;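 further: peak over basal fluorescence ratio in a 140 s read after ATP addition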
CHO parental Ca – counter-screen: ATP calcium response change in parental CHO cells. inhibition, % at 5.6 µM. 0.63% of 330,000 active. parental CHO-K1, ATP-induced calcium, Fluo-8 fluorescence. AID 463079;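 active means inhibition above that plate's mean sample inhibition plus 3 SD, cut at about 26% in these data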;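 further: 0% = ATP-challenged DMSO wells and 100% = DMSO wells without ATP; some compounds past the cut are filed as inactive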
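Test system: untransfected parental CHO cell line; also added: ATP stimulus; dosing: 5.6 µM, single dose; signal: calcium-sensitive Fluo-8 fluorescence; measure: percent inhibition of ATP-evoked calcium rise, normalized to controls; benchmarks: low control ATP plus DMSO, high control DMSO only; replication: one well per compound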
CHO-K1 Ca antag – M1 antagonist counterscreen hit in parental CHO-K1 cells | ATP-induced calcium, Fluo-8 fluorescence | inhibition, % at 3 µM | 0.6% of 360,000 active;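 active means inhibition above a per-plate cutoff, the plate's mean sample inhibition plus 3 SD, cut at about 24% in these data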;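 further: 0% = DMSO plus EC80 ATP and 100% = DMSO alone without ATP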
OXTR potentiate – potentiates the human oxytocin receptor response | P30559 | CHO-OTR cells, Fluo-8 calcium fluorescence, potentiator mode; 0% = oxytocin EC15, 100% = EC100 | activation, % at 3 µM | 0.061% of 320,000 active;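 active means activation above that plate's cutoff, the mean activation of tested compounds plus 3 SD, cut at about 6.6% in these data, passing the limit was not always enough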;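 further: 100% uses oxytocin at 75 nM as the full agonist control; some results filed as inactive read as strong as hits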
Target sequence (P30559 whole entry, looked up): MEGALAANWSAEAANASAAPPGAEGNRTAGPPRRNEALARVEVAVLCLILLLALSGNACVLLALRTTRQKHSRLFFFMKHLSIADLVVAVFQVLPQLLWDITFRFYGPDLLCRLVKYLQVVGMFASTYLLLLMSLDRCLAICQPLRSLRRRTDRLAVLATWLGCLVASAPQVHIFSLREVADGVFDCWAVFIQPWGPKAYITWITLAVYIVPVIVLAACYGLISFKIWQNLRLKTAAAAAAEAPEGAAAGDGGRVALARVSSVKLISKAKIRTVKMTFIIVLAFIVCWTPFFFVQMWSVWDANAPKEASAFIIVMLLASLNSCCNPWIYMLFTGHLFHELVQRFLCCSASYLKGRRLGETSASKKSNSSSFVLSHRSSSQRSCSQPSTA
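System: human OTR in CHO cells / Also added: sub-maximal oxytocin, roughly EC15 / Control set: EC15 oxytocin low, 75 nM oxytocin high / Schedule: 6 min compound pre-incubation at room temperature, 100 s kinetic read / Compound: single-point 3.0 µM / Replication: singlicate / Technique: Fluo-8 calcium dye fluorescence / Read-out basis: % activation of max/min ratio relative to oxytocin controls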
TAAR1 ag – human TAAR1 agonism. AID 624467. 0.99% of 360,000 active. CHO RD-HGA16 TAAR1, Fluo-8 calcium fluorescence; vehicle wells 0%, saturating PEA agonist 100%. activation, % at 3 µM;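 active means activation above the mean activation of all test compounds in the run plus 3 SD, cut at about 38% in these data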
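System: CHO RD-HGA16 cells carrying human TAAR1 plus Gα16; Incubation: 17-24 h seeding, 75 min 37 °C dye, 30 min RT; Measured by: Fluo-8 fluorescence, 5 s baseline then 140 s kinetic read; Control set: DMSO and PEA EC100; Replication: single well for each compound.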
CHRM1 agonist – human M1 muscarinic receptor agonism. P11229. CHO-K1 hM1, Fluo-8 calcium fluorescence, agonist mode; 0% DMSO, 100% acetylcholine EC100. 0.33% of 360,000 active. AID 588814. activation, % at 3 µM;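 active means activation above the run's mean compound activation plus 3 SD, cut at about 16% in these data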;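 further: peak over basal fluorescence ratio within a 140 s kinetic read after compound addition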
Target sequence (P11229 whole entry, looked up): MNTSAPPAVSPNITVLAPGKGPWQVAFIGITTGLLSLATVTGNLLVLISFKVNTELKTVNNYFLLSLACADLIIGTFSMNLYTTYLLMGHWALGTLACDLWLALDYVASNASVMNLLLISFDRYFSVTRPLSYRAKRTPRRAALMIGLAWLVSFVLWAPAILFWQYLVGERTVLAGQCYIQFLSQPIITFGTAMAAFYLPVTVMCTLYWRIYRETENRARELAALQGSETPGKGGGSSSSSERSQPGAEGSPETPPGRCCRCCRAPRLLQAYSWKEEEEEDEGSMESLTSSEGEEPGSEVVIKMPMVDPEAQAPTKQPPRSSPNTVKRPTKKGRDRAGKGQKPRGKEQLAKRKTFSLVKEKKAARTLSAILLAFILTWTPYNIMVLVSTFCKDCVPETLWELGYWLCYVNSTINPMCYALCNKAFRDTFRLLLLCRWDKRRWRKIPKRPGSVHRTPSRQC
An asterisk follows results filed as active; x = not tested or not shown.

SMILES	V1R ag counter	TAAR1 antag	M1 ag parental	M1 PAM parental	CHO parental Ca	CHO-K1 Ca antag	OXTR potentiate	TAAR1 ag	CHRM1 agonist
CC1CCCN1c1ccnc2cc(Cl)ccc12 (configuration not stated)	x	-20.5	1.2	-14.9	x	9.7	x	6.0	-7.5
CCCCC1CCC(C(=O)NCc2ccc3c(c2)OCO3)CC1 (configuration not stated)	-0.3	-6.0	0.5	-8.1	0.6	9.8	-3.8	3.3	-4.8
COc1ccc2c(CC(=O)NCc3ccc4c(c3)OCO4)coc2c1	0.7	-14.0	-0.1	16.4	-0.8	-9.6	-5.9	-1.7	-4.3
COCCNC(=O)c1ccccc1NC(=O)c1ccccc1N(C)S(=O)(=O)c1ccc(C)cc1	0.0	4.5	0.8	10.7	-24.5	-7.2	3.9	13.0	-5.8
CCn1c2ccccc2c2cc(NC(=O)CC(C)=O)ccc21	-0.2	7.0	0.6	24.5	-14.2	-7.4	-5.1	0.4	-9.6
C/C(=C\c1ccccc1)C(=O)Nc1nccs1	x	0.7	0.3	13.9	x	-2.3	x	3.8	-6.9
O=C(Nc1ccc2c(c1)OCCO2)C1CCCN1C(=O)Nc1ccc(F)cc1 (configuration not stated)	1.1	-31.7	0.2	-22.2	-6.2	12.8	-2.1	4.2	0.2
N#CC1=C(S)N(c2ccccc2)C2(CCCCC2)NC1=O	0.4	10.9	0.1	18.7	-4.1	-9.9	5.3	0.2	-2.9
CCN(CC)c1ccc(NC(=O)COc2ccc(-n3cnnn3)cc2)cc1	2.1	-18.4	0.6	9.8	-7.8	-9.5	-7.0	5.6	-5.4
CCOC(=O)C1=C(COC(=O)/C=C/c2cccc(F)c2)NC(=O)NC1C (configuration not stated)	1.0	52.2*	0.1	-4.4	-17.5	2.6	-5.5	17.5	-0.2
CCC(=O)N1CCN=C1SCc1ccccc1Cl	-1.2	-0.3	0.4	-3.3	-5.1	16.9	6.5	1.5	0.5
Cc1ccc(S(=O)(=O)N2C[C@H]3C(=O)C[C@@H](c4ccc(Cl)cc4)N(S(=O)(=O)c4ccc(C)cc4)[C@H]3C[C@H]2c2ccc(Cl)cc2)cc1	x	-11.3	0.4	-3.1	x	12.9	x	0.3	-4.1
CCOC(=O)N1CCN(C2OC(=O)c3ccccc32)CC1 (configuration not stated)	2.6	-6.3	0.0	-0.9	-1.8	-3.0	-4.8	37.6*	25.1*
CC(C)c1ccc(S(=O)(=O)N2CCN(CC(=O)Nc3ccc4c(c3)OCO4)CC2)cc1	6.7	12.5	3.3	28.2	-19.1	-13.3	-18.0	5.9	-1.7
CN(c1ccc(F)cc1)S(=O)(=O)c1ccc(Cl)c(C(=O)Nc2ccncc2)c1	10.4	28.7	9.5	-23.7	22.6	33.8*	-18.5	9.0	-0.2
CN(C)C(=O)N1CCN(C(=O)c2ccco2)CC1	0.0	-11.5	0.2	13.4	-4.9	-3.2	-5.7	1.7	-1.5
O=P(C(=S)Nc1ccccc1Cl)(c1ccccc1)c1ccccc1	x	-15.6	-0.2	30.2	x	-18.6	x	0.1	-2.0
CNc1cc(N2CCCCCC2)ccc1[N+](=O)[O-]	-0.6	-0.8	3.0	2.3	-13.1	-10.9	3.0	7.1	-9.9
CCOC(=O)c1c(CN2CCN(C)CC2)oc2ccc(O)cc12	-0.4	3.6	-0.2	-3.0	5.8	-4.8	-2.6	5.5	-3.8
O=C(Nc1ccccc1C(=O)Nc1ccccc1)c1ccccc1F	0.1	13.2	0.8	-15.8	1.1	-8.6	-11.3	0.6	-4.3
COc1ccc2c(CC(=O)N3CCN(S(=O)(=O)c4ccc(F)cc4)CC3)coc2c1	2.1	-22.8	1.0	-10.0	-13.6	-4.1	4.0	-0.5	-5.3
Cc1ccc(-c2cc3nc(-c4ccccc4)cc(N4CCC5(CC4)OCCO5)n3n2)cc1	-0.9	23.8	-0.2	8.2	12.2	2.4	-12.4	-1.3	-1.9
CC1CCCCC12NC(=O)N(CC(=O)NCCc1ccccc1)C2=O (configuration not stated)	0.2	5.9	5.5	17.7	-12.6	-12.2	3.2	1.2	-4.2
COc1ccc2nc(NC(=O)c3cc(S(=O)(=O)N4CCOCC4)ccc3C)sc2c1	2.1	18.5	1.4	-3.4	-18.6	4.7	-6.0	4.7	-1.8
O=C(CCSCc1ccccc1Cl)NCc1ccco1	-0.8	-14.6	0.7	-13.2	-9.4	1.6	-3.2	1.6	-0.8
COc1ccc(CC(=O)Nc2ccc3c(c2)CCC3)cc1OC	7.3	16.5	8.4	0.1	-7.3	3.4	-19.4	7.5	9.9
Cc1ccc(OCC(=O)Nc2ccc3c(c2)C(=O)NC3=O)c(C)c1	-0.1	10.1	2.9	5.3	-12.0	-7.4	-11.4	-1.5	0.8
O=C(NCc1ccco1)c1sc2cccc(F)c2c1Cl	-1.0	x	0.1	1.8	-18.9	-5.3	-6.1	x	-7.8
CC1=NN(C(=O)c2ccc(C)cc2)C(O)(C(F)(F)OC(F)(F)F)C1 (configuration not stated)	1.1	1.8	0.9	10.7	-16.9	-0.6	-11.2	1.3	-3.2
CCN(CC(=O)NC1CCS(=O)(=O)C1)C(=O)/C=C/c1cccs1 (configuration not stated)	0.7	-1.5	0.0	1.1	1.3	-4.7	-9.7	4.0	-4.3
O=C1NC(c2ccccc2)C(C(=O)c2cccs2)=C1O (configuration not stated)	0.6	-15.9	0.4	10.1	-14.9	-22.3	-6.2	1.9	-2.3
CCCn1ncc(CN2CCC(n3nccc3NC(=O)c3ccccc3OC)CC2)c1C	x	5.1	0.5	13.1	x	-15.7	x	-1.9	-6.7
Cc1cnc(C(=O)OCC(=O)NC(C)c2ccccc2)cn1 (configuration not stated)	0.7	-8.4	0.2	-10.1	-6.6	-0.6	-6.2	2.4	-3.5
O=C1NC(=O)C(c2ccccc2)(c2ccc(O)cc2)N1 (configuration not stated)	0.9	0.6	-0.3	-10.2	-4.2	2.5	1.2	7.5	-4.9
CC(OC(=O)C1CC(=O)N(Cc2ccco2)C1)C(=O)Nc1ccc(F)cc1Cl (configuration not stated)	0.8	7.1	0.5	-0.1	-11.8	-7.1	0.0	3.6	-3.9
Cc1ccc(CN(C(=O)c2csnn2)C(C(=O)NC2CCCC2)c2cccnc2)cc1 (configuration not stated)	0.1	2.1	0.6	-1.0	-9.1	-15.6	-8.5	1.4	-2.9
O=C(OCn1nnc2ccccc2c1=O)C1CCCCC1	-0.6	10.9	-0.1	6.4	1.2	0.0	-5.4	13.0	-1.2
Cc1ccc([N+](=O)[O-])cc1NC(=O)CN(C)CCOc1ccccc1	1.4	4.0	5.2	0.8	-17.6	-5.7	-5.5	-2.8	-7.3
COc1ccc(-c2cc(C(F)(F)F)n3ncc(C(=O)NCc4ccco4)c3n2)cc1	-1.2	6.3	-0.3	7.9	-23.6	-12.5	0.2	5.7	-5.4
CN1CCN(c2ccc(S(=O)(=O)N3CCCCC3)cc2NC(=O)c2ccc3ccccc3c2)CC1	1.8	-13.7	2.5	10.3	-14.8	-4.3	-8.4	7.5	-3.8
CC(NCc1cccs1)C(=O)Nc1cc(Cl)cc(Cl)c1 (configuration not stated)	-1.4	-6.4	0.8	4.0	-13.4	-5.6	-11.5	3.4	-2.1
O=C(COc1ccccc1)N1CCN(c2ccccc2)CC1	1.1	13.2	0.2	10.4	-0.7	-2.0	-8.2	6.8	0.0
O=CC1=C(N2CCOCC2)/C(=C\c2ccccc2)CC1	-0.4	2.3	0.8	-16.6	1.4	9.5	-6.7	6.9	0.2
N#C/C=C1/NC(=O)c2ccccc2S1	6.5	-21.5	0.2	14.9	-2.6	-3.5	4.0	3.5	-5.5
COC(=O)c1c(N)c(C#N)c2n1CCCCC2	0.0	20.1	-0.2	-1.8	-6.1	-21.5	-7.4	2.6	-3.2

Quoted at random: 2 records from the list.
SMILES	V1R ag counter	TAAR1 antag	M1 ag parental	M1 PAM parental	CHO parental Ca	CHO-K1 Ca antag	OXTR potentiate	TAAR1 ag	CHRM1 agonist
COc1ccc(-c2cc(C(F)(F)F)n3ncc(C(=O)NCc4ccco4)c3n2)cc1	-1.2	6.3	-0.3	7.9	-23.6	-12.5	0.2	5.7	-5.4
COc1ccc2c(CC(=O)NCc3ccc4c(c3)OCO4)coc2c1	0.7	-14.0	-0.1	16.4	-0.8	-9.6	-5.9	-1.7	-4.3

Carrying on:
SMILES	V1R ag counter	TAAR1 antag	M1 ag parental	M1 PAM parental	CHO parental Ca	CHO-K1 Ca antag	OXTR potentiate	TAAR1 ag	CHRM1 agonist
O=C(NCCc1ccccc1)C1CCN(S(=O)(=O)c2cccc3nonc23)CC1	1.9	-19.3	2.6	21.3	-2.0	-15.7	-8.5	28.4	-2.9
Cc1c(Cl)cccc1NC(=S)NC(=O)c1cncc(Br)c1	-0.6	9.8	1.0	14.4	-17.6	-3.8	-3.8	7.7	-4.6
Cn1nnnc1-c1cc(Cl)cc(Cl)c1	-0.2	23.3	0.6	16.2	-1.4	3.6	-11.4	10.8	-7.1
CCCCCCN1CCN(C2CN(Cc3cn(Cc4cccc(C(F)(F)F)c4)nn3)S(=O)(=O)C2)CC1 (configuration not stated)	x	-22.9	5.8	11.6	x	-30.1	x	1.8	x
C#CCN1C=CC(=O)[C@@H](OC(=O)Nc2ccc(Br)cc2)[C@H]1c1ccccc1Br	x	17.8	2.2	16.6	x	-10.6	x	3.8	1.4
CCOC(=O)N1CCN(C(=O)c2ccc3c(Cl)c4c(nc3c2)CCCC4)CC1	0.2	-48.4	-1.1	-2.8	-25.7	11.7	3.1	7.1	-4.9
CC(=O)Nc1ccc(S(=O)(=O)NCCC(=O)OCCN2C(=O)c3ccccc3C2=O)cc1	-0.3	5.6	2.2	26.4	1.8	-23.1	-0.6	3.8	-4.1
COc1ccc(C(NC(=O)C(C)C)c2c(O)ccc3ccccc23)cc1 (configuration not stated)	7.8	-5.7	1.3	7.2	-12.9	3.9	-1.5	2.1	-8.4
Cc1nnc(SCC(=O)NC2CCCc3c2cnn3-c2ccc(F)cc2F)o1 (configuration not stated)	2.4	-26.1	0.7	6.5	-11.4	-4.7	-5.0	-2.4	-5.0
CC1(c2ccc3noc(-c4ccc(F)cc4)c3c2)OCCO1	2.3	45.1	1.9	7.0	-13.6	-2.3	-22.1	11.1	-2.6
Cc1ccc(NC(=S)N2CCn3cccc3C2c2cccnc2)cc1 (configuration not stated)	1.0	11.0	0.2	12.9	-23.9	-4.1	-9.7	7.0	-5.8

Assay outcomes deposited in PubChem BioAssay by The Scripps Research Institute Molecular Screening Center.
